# Screening results as filed in PubChem BioAssay.
# ALOX12 inh: Primary qHTS assay for inhibitors of human arachidonate 12S-lipoxygenase (ALOX12): Round 2; Potency, µM (top dose mostly 108 µM), for inactives: top-dose activity change, negative = inhibition, hits mostly inhibitors; purified 12hLO, xylenol orange hydroperoxide absorbance; 580,000 compounds, 1.1% hits; active means well fitted inhibition curve with a large enough effect; inconclusive means small, poorly fitted or top-dose-only effect, or another doubt; inactive means no such curve, though single readings can be large or run the other way; further: potency means the concentration at half of the fitted maximal effect
# Target sequence (P18054 whole entry, looked up): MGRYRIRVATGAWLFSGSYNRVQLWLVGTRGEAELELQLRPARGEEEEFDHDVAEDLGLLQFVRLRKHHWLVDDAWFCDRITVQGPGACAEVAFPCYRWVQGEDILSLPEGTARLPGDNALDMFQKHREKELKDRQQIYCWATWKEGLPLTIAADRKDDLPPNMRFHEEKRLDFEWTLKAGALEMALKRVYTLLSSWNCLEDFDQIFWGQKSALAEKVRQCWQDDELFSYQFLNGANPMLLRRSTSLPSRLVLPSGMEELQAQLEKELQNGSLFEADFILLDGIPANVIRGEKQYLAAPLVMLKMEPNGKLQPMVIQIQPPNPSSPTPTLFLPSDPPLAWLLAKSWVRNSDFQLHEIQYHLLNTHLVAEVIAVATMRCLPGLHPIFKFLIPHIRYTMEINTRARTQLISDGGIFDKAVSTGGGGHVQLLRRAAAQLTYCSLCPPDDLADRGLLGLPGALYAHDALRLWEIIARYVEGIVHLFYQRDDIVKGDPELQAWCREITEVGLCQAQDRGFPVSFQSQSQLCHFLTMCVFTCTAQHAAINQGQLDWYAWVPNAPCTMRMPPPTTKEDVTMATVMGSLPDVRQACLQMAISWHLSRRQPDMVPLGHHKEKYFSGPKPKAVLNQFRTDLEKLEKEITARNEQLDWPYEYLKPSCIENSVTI
#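 Hydroperoxide product was detected by ferrous iron/xylenol orange as the 573 to 405 nm absorbance ratio. Arachidonic acid at 40 uM (final) was turned over for 30 min at room temperature by 150 nM human 12hLO, pH 7.0 Hepes buffer, after 15 min compound preincubation.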
# LDHA inh: qHTS assay for inhibitors of human lactate dehydrogenase; L-lactate dehydrogenase A chain (Homo sapiens), P00338; purified LDHA, NADH/diaphorase-resazurin fluorescence; stronger effect = lower value; activity change, % (values are at about 110 or 230 µM); 480,000 compounds, 0.15% hits; AID 1347041, 2019; in the data active means activity change below about -30%; inconclusive means mostly about -25% to -30%;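 further: plate controls were DMSO wells for no effect and wells without enzyme for full effect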
#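 Human LDH5 at 2 nM final in Tris HCl pH 7.4 with 0.06 mM NADH and 0.2 mM pyruvate, reacted 5 minutes at room temperature. Remaining NADH coupled via diaphorase/resazurin; resorufin fluorescence read at 0 and 20 minutes, normalized to enzyme-free and DMSO wells.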
# Starred values were filed as active, the others as inactive; ? = inconclusive; [ ] = remark or other dose. Unless noted, on the % scale 0 is the no-effect control and ±100 the full control effect. An excerpt; count on the stated rates, not on these rows.
SMILES	ALOX12 inh	LDHA inh
COc1ccc(-c2coc3cc(OC(C)=O)ccc3c2=O)cc1	30%	-1
COc1ccccc1-c1coc2cc(OC(=O)c3ccc(Cl)cc3)ccc2c1=O	0%	-12
Cc1ccc2oc(-c3cccc(NC(=O)c4cccs4)c3)nc2c1	-3%	7
CNC(=O)CSc1cc(-c2ccccc2)c2ccc(OC)cc2n1	0%	11
O=C1c2ccccc2C(Nc2ccc3c(c2)OCCO3)N1Cc1ccccc1Cl (stereo unspecified)	4%	-7
CN1CCN(C(=O)CN2CCN(C(C(=O)O)c3cn(C)c4ccc(C(=O)O)cc34)CC2)CC1 (stereo unspecified)	?	0
CC(C)c1cc(C(=O)Nc2ccc(Cl)cc2)nn1C1CCS(=O)(=O)C1 (stereo unspecified)	-1%	2
COC(=O)c1ccc(OC(=O)c2ccccc2OCc2ccc(Cl)cc2)cc1	-19%	1
COc1ccc(SC2=C[C@@]3(O)CC[C@@H](O)[C@@](Sc4ccc(OC)cc4)(C2=O)[C@H]3O)cc1	0%	-2
O=C(Cn1c(=O)[nH]c2ccccc2c1=O)N1CCN(c2ccccc2)CC1	0%	-1
Cc1cc(C(c2ccccc2F)N2CCCCC2)c(NC(=O)c2ccco2)s1 (stereo unspecified)	?	1
C=CCn1c(N2CCN(c3ccccc3)CC2)nc2c1c(=O)n(C)c(=O)n2C	-2%	-1

# Further compounds:
SMILES	ALOX12 inh	LDHA inh
CNC(=O)c1ccc(NC(=O)c2cccc(N(C)C)c2)cc1	-4%	5
COC(=O)C[C@H]1CC[C@H](NS(=O)(=O)c2cn(C)cn2)[C@@H](CO)O1	-16%	-1
COc1ccc(C(=O)COc2ccc3c(=O)c(Oc4cccc(OC)c4)c(C)oc3c2)cc1	31%	2
N#C/C(=C/c1ccccc1OCc1ccccc1)c1nc2ccccc2[nH]1	15%	3
Cc1cccc2cc(CN(CC(C)C)C(=O)c3ccccc3)c(=O)[nH]c12	-32%	-8
O=C(CCC1CCCCC1)Nc1cccc(F)c1	27%	6
OC(CN1CCN(C/C=C/c2ccccc2)CC1)c1cccc(F)c1 (stereo unspecified)	-22%	7
O=C(Oc1ccc2c(=O)c(-c3ccccc3)coc2c1)c1cccs1	?	-2
CC(Cl)C(=O)NC(=O)Nc1ccccc1 (stereo unspecified)	?	9
O=C(Nc1cccc(C(F)(F)F)c1)C1CCCN1c1ncnc2ccccc12 (stereo unspecified)	-17%	3
O=C(NCc1ccccc1OC(F)(F)F)C1CCN(S(=O)(=O)/C=C/c2ccccc2)CC1	3%	2
CSc1ccc(/C=C2\N=C(c3ccco3)OC2=O)cc1	?	?

# Later entries.
SMILES	ALOX12 inh	LDHA inh
FC(F)(F)c1c(C(F)(F)C(F)(F)F)nc2ccccc2c1Nc1ccccc1	-18%	8
Cc1cc(F)ccc1NC(=O)c1nn(-c2ccccc2)c(=O)c2ccccc12	-19%	5
CCCCCCCCN1C(=O)[C@H](CC(=O)NCCC(C)C)C[C@@]2(C(=O)OCC)CCCC=C12	?	4
Cn1ccnc1C(NC(=O)c1nn(C)c(=O)c2ccccc12)c1ccccc1 (stereo unspecified)	-17%	-2
O=S(=O)(NCc1ccnc(N2CCN(c3ccc(F)cc3)CC2)c1)N1CCCCC1	3%	1
Cn1c(=O)c2[nH]c(-c3cccc(O)c3)nc2n(C)c1=O	?	21
CSc1ccc(/C=C(/C#N)C(=O)c2c(C)[nH]c3ccccc23)cc1	?	1
CCC1CCCCN1C(=O)Cn1c(=O)n(-c2cc(C)cc(C)c2)c(=O)c2sccc21 (stereo unspecified)	5%	4
COc1ccccc1CN(C)C(=O)CCn1ccc2ccccc21	6%	3
CC(=O)c1ccccc1NC(=O)CC(C)(C(=O)O)c1ccccc1 (stereo unspecified)	?	3
CC(C)CCNC(=S)NCc1ccco1	32µM*	6
CCc1ccc2oc(=O)cc(CN3CCN(CC(=O)NC4CCCCC4)CC3)c2c1	6%	2

# The list continues.
SMILES	ALOX12 inh	LDHA inh
Cc1ccc2c(=O)cc(C(=O)Nc3nnc(C(C)C)s3)oc2c1	7%	0
COc1ccc(-c2nc(C(=O)N3CCCCCC3)nn2-c2cccc(Cl)c2)cc1	7%	-15
C=CCOc1nc2c(c(=O)n(Cc3ccccc3)c(=O)n2C)n1C	-4%	1
Cc1cc2oc(=O)cc(-c3ccccc3)c2c2occ(-c3ccccc3)c12	-22%	24
O=C(OCC1C(COC(=O)c2cc([N+](=O)[O-])ccc2Cl)C1(Cl)Cl)c1cc([N+](=O)[O-])ccc1Cl (stereo unspecified)	6%	0
Cc1ccc(-c2c(NC(=O)c3cccs3)n(C)c3ccccc3c2=O)cc1	29%	2
CCC1CCCCN1C(=O)CSc1nc(-c2ccco2)cc(C(F)(F)F)n1 (stereo unspecified)	-12%	4
Nc1c(C(=O)Nc2c(Cl)cccc2Cl)sc2nc(-c3cccnc3)ccc12	60%	11
CC(=O)Nc1cccc(C(=O)NC2CCCC(C)C2C)c1 (stereo unspecified)	?	9
O=C(NCc1ccccc1Cn1cccn1)c1cn[nH]c1-c1ccc(F)cc1	24%	0
CCCc1cc(C(=O)Nc2ccccc2SC)cs1	-6%	13
CSc1cccc(N2CC(C(=O)Nc3cc(Cl)ccc3-n3cncn3)CC2=O)c1 (stereo unspecified)	?	-9

# Arranged by number of heavy atoms (high to low): some entries from above.
SMILES	ALOX12 inh	LDHA inh
O=C(OCC1C(COC(=O)c2cc([N+](=O)[O-])ccc2Cl)C1(Cl)Cl)c1cc([N+](=O)[O-])ccc1Cl (stereo unspecified)	6%	0
CCC1CCCCN1C(=O)CSc1nc(-c2ccco2)cc(C(F)(F)F)n1 (stereo unspecified)	-12%	4
Cc1ccc2c(=O)cc(C(=O)Nc3nnc(C(C)C)s3)oc2c1	7%	0

# Further results follow:
SMILES	ALOX12 inh	LDHA inh
COc1cccc(CN2CCC(C(O)(c3ccccc3)c3ccccc3)CC2)c1OC	?	10
O=C(Cn1nc(C(=O)O)c2ccccc2c1=O)NC(=O)NCc1ccccc1	-16%	-4
NCc1cccc(OCc2ccccc2)c1	31%	-3
O=C(Cn1cnc2sccc2c1=O)N1N=C(c2ccco2)CC1c1ccco1 (stereo unspecified)	?	2
CCC(NC(=O)CCc1c(C)nc(SC)nc1C)c1ccc(Br)cc1 (stereo unspecified)	9%	-2
O=C(NC1CCN(Cc2ccccc2)CC1)c1cc2cc(F)ccc2[nH]1	-24%	4
N#Cc1ccc(/C=C/C(=O)N2CCCCC2c2ccc(C(F)(F)F)cc2)cc1 (stereo unspecified)	1%	-21
Cc1ccc(C2CCCN2S(=O)(=O)c2ccccc2)cc1 (stereo unspecified)	9%	8
CCOCCCNC(=S)NC1CC1	?	0
Cc1ccc(CC(=O)N(CC#N)c2ccccc2)s1	29%	7
CN1c2ccccc2-c2nc(SCC(=O)Nc3ccccc3Br)ncc2S1(=O)=O	6%	-2
Cc1ccccc1CNC(=O)CCNC(=O)C1CCCC1	-2%	0

# Entries from the list above that have bromine:
SMILES	ALOX12 inh	LDHA inh
CCC(NC(=O)CCc1c(C)nc(SC)nc1C)c1ccc(Br)cc1 (stereo unspecified)	9%	-2
CN1c2ccccc2-c2nc(SCC(=O)Nc3ccccc3Br)ncc2S1(=O)=O	6%	-2

# Next records follow.
SMILES	ALOX12 inh	LDHA inh
CC1(c2nc3ccccc3[nH]2)c2ccccc2C(=O)N1Cc1ccccn1 (stereo unspecified)	-12%	1
CCCCN(C(=O)C1Cc2ccccc2C(=O)O1)c1c(N)n(CCC)c(=O)[nH]c1=O (stereo unspecified)	6%	3
CN(C)CCCN1C(=O)CSC1c1ccc(Br)cc1 (stereo unspecified)	-6%	1
Cc1c(-c2ccccc2)nc2ccccc2c1C(=O)N1CCCC1	?	1
CC(=O)N1CCC(NC(=O)c2cc(C)nc3cc(F)ccc23)CC1	-6%	-7
CCCOc1ccccc1Oc1ncccc1CNC(=O)Nc1cccnc1	23%	-1
N#CC1=C(c2ccccc2)C(O)(c2ccccc2)NC1=O (stereo unspecified)	4%	2
CCOC(=O)c1ccc(Oc2c(C)oc3cc(O)ccc3c2=O)cc1	5%	13
CCCC(CCC)C(=O)Nc1ccc(OC)cc1	-22%	0
Cc1ccc(CNC(=O)C2CCCN2C(=O)OC(C)(C)C)cc1F (stereo unspecified)	9%	-8
CCn1c(C)c(CCC(=O)NCCN2CCN(C)CC2)c(=O)n2nc(-c3ccccc3OC)cc12	-20%	-3
CC1(C(=O)Nc2ccc3c(c2)OCCO3)CN(S(C)(=O)=O)CC(=O)N1CCc1c[nH]c2ccccc12 (stereo unspecified)	?	-3

# Next part, overlapping the part above by two compounds.
SMILES	ALOX12 inh	LDHA inh
CCn1c(C)c(CCC(=O)NCCN2CCN(C)CC2)c(=O)n2nc(-c3ccccc3OC)cc12	-20%	-3
CC1(C(=O)Nc2ccc3c(c2)OCCO3)CN(S(C)(=O)=O)CC(=O)N1CCc1c[nH]c2ccccc12 (stereo unspecified)	?	-3
O=C(Cc1cccc2ccccc12)N/N=C/c1ccsc1	6%	-2
CNc1c(NS(=O)(=O)c2ccc(F)c(C)c2)c(=O)oc2ccccc12	?	-1
CCN(Cc1cccs1)C(=O)c1cccc(C#N)c1	21%	-7
Cc1ccc(-c2nnn(CC(O)COc3ccc(C)cc3C)n2)cc1 (stereo unspecified)	?	-1
COc1ccc(-c2nc3ccccc3c(C)c2CC(=O)O)cc1OC	?	0
Cc1ccc(C)c(/C=C/C(=O)c2cccc(O)c2)c1	-19%	7
COc1ccc(NC(=O)c2cc(=O)c3ccc(C)cc3o2)cc1	5%	0
CC(NC(=O)CC(C)(C(=O)O)c1ccccc1)c1ccc(F)c(F)c1 (stereo unspecified)	61%	-2
CCCOc1ccc(/C=C(/C#N)c2nc3ccccc3[nH]2)cc1OCC	?	1
CC(C)(C)c1ccc(C(=O)Nc2ccc(Cl)cn2)cc1	0%	-4
CC(OC(=O)c1cc(=O)[nH]c2ccccc12)C(=O)Nc1ccc(C(N)=O)cc1 (stereo unspecified)	-27%	10
CN(C)C(=O)c1ccccc1Br	-4%	3

# Additional records follow.
SMILES	ALOX12 inh	LDHA inh
Cc1ccc(N/N=C/c2ccc(C#N)cc2)cc1Cl	3.2µM*	4
O=C(O)CCC(CC(=O)O)C(=O)O (stereo unspecified)	?	5
COc1ccccc1-c1nc(C#N)c(NCCN(C)C)o1	13%	14
CCC(C(=O)NC1CCCC1)n1c(-c2ccccn2)nc2ccccc21 (stereo unspecified)	?	2
Cc1ccc(NC2=NC(c3ccco3)n3c(nc(C)cc3=O)N2)cc1 (stereo unspecified)	-2%	7
CCOC(=O)c1sc2cccc(F)c2c1COC(=O)c1cccs1	-10%	1
COC(=O)C1=CN(c2ccc(OC)cc2)C(N)=C(C#N)C1c1ccc(OC)cc1 (stereo unspecified)	?	-6
COc1cc(/C=C/c2cc(C(=O)O)c3ccccc3n2)ccc1O	?	-1
N#Cc1ccc(NCc2ccccc2Cl)cc1	?	4
Cc1ccc(-c2nc3ccccc3o2)cc1NC(=O)c1cccs1	?	-6
CC(C)(C)c1ccc(/C=N/O)cc1	?	1
Cc1ccc2nc(C)c(C(=O)N3CCN(C(=O)c4ccccc4)CC3)cc2c1	-1%	-2

# Pulled by compound from the entries so far:
SMILES	ALOX12 inh	LDHA inh
Cc1ccc2nc(C)c(C(=O)N3CCN(C(=O)c4ccccc4)CC3)cc2c1	-1%	-2
CC(C)(C)c1ccc(/C=N/O)cc1	?	1

# (next part)
SMILES	ALOX12 inh	LDHA inh
COC(=O)c1c[nH]c2ncccc12	34%[activator]	4
CC(C)c1cc(N)c(O)c(C(C)C)c1	?	-3
N#C/C(=C\c1ccccc1O)C(=O)Nc1cccc(C(F)(F)F)c1	7%	12
O=S1(=O)N=C(Nc2ccccc2)c2ccccc21	-4%	-10
CC(=O)c1c(C)[nH]c(C(=O)OC(C)C(=O)c2ccc(Cl)cc2)c1C (stereo unspecified)	?	14
Cc1ccc(-c2noc(CSc3nnc4ccccn34)n2)cc1	-11%	-3
CCOC(=O)CNC(=O)CSc1cn(CC(=O)N2CCCC2)c2ccccc12	8%	-24
Cc1nc2nc(N)nn2c(C)c1CC(=O)NCCC(C)C	19%	-4
CCN(CC)C(=S)SCc1csc(C)n1	?	3
Cn1nnnc1-c1cccc(NCC(=O)NC2(C#N)CCCCC2)c1	5%	-15
CC(C)N1CNc2c(c(=O)[nH]c(=O)n2-c2cccc(Cl)c2)C1	-39%	-8
O=C(NCc1nc(-c2ccc(Cl)cc2)no1)c1cc2cc(Cl)ccc2o1	-28%	2

# Next section:
SMILES	ALOX12 inh	LDHA inh
C/C(=C/C(=O)C(F)(F)F)N1CCC(C(N)=O)CC1	-30%	2
Cc1cc(C)c(C)c(OCCCN)c1	41%[activator]	-2
Cc1cc(C)n2nc(C(=O)Nc3cc(F)ccc3C)nc2n1	?	3
CC(=O)Nc1ccc(-c2nc3cc(C(C)C)ccc3o2)cc1	-14%	0
Cc1cc(NC(=O)COc2c(Cl)cccc2Cl)n(C)n1	3%	5
CCOCCCNS(=O)(=O)c1cccc2cc(C)cnc12	7%	5
